Screening results: PubChem, several laboratories
GRK2 inh: blocks RNA aptamer binding to human GRK2 | P25098 | bead flow cytometry, FAM-aptamer displacement from GRK2 | inhibition of aptamer binding, % at 10 µM | hit rate 0.59% among 330,000 | AID 488847;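 active = inhibition of aptamer binding above 40%, roughly 3 SD of noise, on plates passing a quality check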;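 also: median bead fluorescence of bound FAM aptamer so fluorescent compounds give negative values; no value below 0 was filed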
PME-1 inh: blocks human protein phosphatase methylesterase 1. Q9Y570. recombinant PME-1, FP-Rh probe fluorescence polarization. inhibition, % at 5.9 µM. hit rate 0.53% among 320,000. AID 2130;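 active = inhibition above the campaign mean of all compounds plus 3 SD, cut at about 26% in these data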;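 also: competitive labeling of PME-1 active site by serine hydrolase directed probe; 0% = PME-1 with DMSO and 100% = wells lacking PME-1 enzyme; inhibitors block probe labeling so polarization falls and inhibition rises; many of its hits are not listed in these tables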
GLD-1 TGE inh: GLD-1-TGE RNA interaction inhibition (C. elegans) | Q17339 | hit rate 0.44% among 320,000 | inhibition, % at 5.96 µM | AID 2280 | purified GLD-1 + fluorescein TGE RNA, fluorescence polarization;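 active = percent inhibition above a per-plate cutoff, the plate mean of test compounds plus 3 SD, cut at about 30% in these data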;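 also: 0% = DMSO wells with GLD-1 and probe and 100% = wells lacking GLD-1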
MCL1 BIM primary: disrupts human MCL1 binding to BIM-BH3 peptide. AID 2057. GST-MCL1 / FITC-Bim-BH3 fluorescence polarization. inhibition, % at 10.9 µM. hit rate 0.68% among 320,000;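 active = inhibition above the mean inhibition of all tested compounds plus 3 SD, set per campaign, cut at about 40% in these data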;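 also: 0% = DMSO wells and 100% = unlabeled Bim-BH3 peptide control; higher means more loss of mP so more displacement of Bim peptide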
Target sequence (Q07820 whole entry, looked up): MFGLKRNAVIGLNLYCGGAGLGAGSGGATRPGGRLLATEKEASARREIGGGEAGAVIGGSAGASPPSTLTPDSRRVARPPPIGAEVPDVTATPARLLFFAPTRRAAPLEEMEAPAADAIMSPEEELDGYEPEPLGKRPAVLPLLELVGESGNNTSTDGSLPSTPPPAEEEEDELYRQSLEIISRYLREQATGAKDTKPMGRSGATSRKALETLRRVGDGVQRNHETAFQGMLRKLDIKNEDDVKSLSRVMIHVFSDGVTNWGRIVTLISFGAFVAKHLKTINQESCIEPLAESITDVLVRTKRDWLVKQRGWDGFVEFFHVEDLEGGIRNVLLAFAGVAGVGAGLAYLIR
MEX-5 binding: C. elegans MEX-5 TCR-2 RNA binding activity | hit rate 0.38% among 300,000 | activity score (negative = inhibition of binding), % at 10 µM | MEX-5/FITC-TCR2 RNA binding, fluorescence polarization; active compounds read low | Q9XUB2;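 active = inhibition past about -25% in most replicates, and total fluorescence under double the plate's negative control median, limit read from the data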;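 also: 0% = DMSO and -100% = 5 µM competing unlabeled TCR2 RNA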
Target sequence (Q9XUB2 whole entry, looked up): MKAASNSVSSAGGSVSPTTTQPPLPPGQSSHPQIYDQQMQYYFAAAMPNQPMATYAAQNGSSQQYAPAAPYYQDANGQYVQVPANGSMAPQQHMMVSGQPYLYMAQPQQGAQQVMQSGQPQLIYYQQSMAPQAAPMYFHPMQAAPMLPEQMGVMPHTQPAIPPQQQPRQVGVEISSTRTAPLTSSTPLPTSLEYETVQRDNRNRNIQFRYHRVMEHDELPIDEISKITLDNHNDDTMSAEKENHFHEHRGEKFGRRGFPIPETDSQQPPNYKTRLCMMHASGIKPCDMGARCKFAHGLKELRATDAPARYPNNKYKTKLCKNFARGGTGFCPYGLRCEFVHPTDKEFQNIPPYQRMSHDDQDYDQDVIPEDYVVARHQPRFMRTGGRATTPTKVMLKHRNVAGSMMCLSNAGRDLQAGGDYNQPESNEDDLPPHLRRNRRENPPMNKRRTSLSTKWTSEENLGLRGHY
VLA-4 inh: inhibition in a human VLA-4 binding assay. P13612. VLA-4 expressing cells, ligand binding flow cytometry. inhibition, % (about 7 µM as worked out from the volumes in the protocol). hit rate 0.2% among 330,000; in the data active = inhibition above about 50%
Fam108B counter: blocks mouse Fam108B hydrolase in RBBP9 counter-screen | recombinant Fam108B, FP-Rh probe fluorescence polarization | inhibition, % at 9.51 µM | hit rate 0.33% among 300,000;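 active = inhibition above the screen mean inhibition plus 3 SD, computed separately per campaign, cut at about 18% in these data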;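 also: inhibitors lower polarization as less probe binds the enzyme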
BCLXL inh: Bcl-xL (human) inhibition; Q07817; GST-Bcl-xL / FITC-Bim BH3 peptide fluorescence polarization; inhibition, % at 10.9 µM; hit rate 0.7% among 320,000; AID 2129;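 active = inhibition above the mean of all tested compounds plus 3 SD, cutoff set per campaign, cut at about 30% in these data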;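 also: 0% = DMSO wells and 100% = unlabeled Bim-BH3 peptide competitor; inhibitors lower millipolarization by displacing the labeled peptide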
Target sequence (Q07817 whole entry, looked up): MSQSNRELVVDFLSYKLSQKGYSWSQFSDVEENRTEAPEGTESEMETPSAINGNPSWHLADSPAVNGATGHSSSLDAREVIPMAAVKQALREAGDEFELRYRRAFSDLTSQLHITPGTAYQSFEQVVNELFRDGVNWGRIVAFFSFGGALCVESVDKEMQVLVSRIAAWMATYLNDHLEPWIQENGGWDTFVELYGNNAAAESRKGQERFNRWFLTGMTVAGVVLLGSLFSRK
Efflux pump mplx: inhibitors of Candida antifungal efflux pumps expressed in yeast; S. cerevisiae Candida pump triplex, Nile Red efflux; inhibition, % at 10 µM; hit rate 0.44% among 330,000;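 active = plate passing quality check with inhibition over a set limit, or well fluorescence over plate mean plus 4 SD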;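 also: Nile Red retained in pooled yeast measured as flow cytometry median fluorescence; 0% = buffer negative control and 100% = Enniatin B positive control; higher means more Nile Red kept so more efflux inhibition; some compounds called inactive have numbers as strong as hits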
Active calls of the source: *; . = no result given. These rows are one share of the data; count on the stated rates, not on these rows.

SMILES	GRK2 inh	PME-1 inh	GLD-1 TGE inh	MCL1 BIM primary	MEX-5 binding	VLA-4 inh	Fam108B counter	BCLXL inh	Efflux pump mplx
O=C(NC(=S)Nc1ccc(S(=O)(=O)N2CCCCC2)cc1)c1ccc(Cl)cc1	3.0	-2.3	5.4	5.4	-4.4	-0.6	0.0	7.3	-0.1
COCC(C)n1c(C)cc(C(=O)CN2C(=O)NC(Cc3c[nH]c4ccccc34)C2=O)c1C (stereo unspecified)	0.0	-7.0	-2.6	2.2	1.6	-1.4	-2.9	-0.9	-0.2
COc1ccc(OCCN2C(=O)c3cccc(N)c3C2=O)cc1	0.0	3.4	-0.6	-7.8	0.4	-1.6	0.5	0.1	-0.1
Cc1ccccc1NC1=CC(=O)CC(C)(C)C1	0.0	2.0	6.0	-10.5	2.6	-7.2	-1.6	-3.6	0.1
CCCCCC(=O)N1CCN(c2ccc(C(C)=O)cc2F)CC1	0.0	0.4	5.9	2.8	0.7	8.1	4.5	-0.9	0.2
COc1ccccc1CN1C(=O)CNC1=S	3.0	-1.5	4.9	-2.7	2.7	-26.1	-2.2	3.7	-0.3
Cc1c(OCC(=O)NCc2cccnc2)ccc2c3c(c(=O)oc12)CCC3	0.0	-2.6	6.4	6.4	0.4	2.5	0.5	3.3	0.3
CCOc1ccc2nc(NC(=O)CSc3nc4ccccc4c(=O)n3Cc3ccco3)sc2c1	0.0	-4.3	4.6	3.0	-1.4	14.8	-11.1	0.6	0.1
O=C1NC(=O)c2cc3ccccc3cc21	2.0	-2.1	7.3	0.1	.	7.6	.	2.3	-0.1
O=S(=O)(Nc1ccc(N=Nc2ccc(O)c3ccccc23)cc1)c1ccccc1	2.0	38.9*	4.2	2.7	-0.9	-94.3	15.0	1.8	0.2
CCOC(=O)c1ccc(S(=O)(=O)N2CCN(C(=O)CSc3nc4ccccc4o3)CC2)cc1	2.0	9.8	-1.8	-13.8	-2.0	-1.7	7.8	-4.9	-0.6
CC(OC(=O)c1ccc(S(=O)(=O)N2CCCCC2)cc1)C(=O)NC1CCCCC1C (stereo unspecified)	0.0	-8.3	5.9	-5.4	0.7	-10.2	-2.7	2.9	-0.1
O=C(CCN1C(=O)/C(=C/c2ccccc2Cl)SC1=S)Nc1ccccn1	3.0	-0.8	0.3	-0.4	3.1	13.2	-7.6	1.9	0.4
CC1=C(C(N)=O)C(c2cccs2)n2ncnc2N1 (stereo unspecified)	0.0	1.0	-3.9	5.8	-2.9	0.0	3.8	4.6	-0.1
COc1ccccc1NC(=O)Cn1c(=O)n(C)c(=O)c2sc3c(c21)COC(C)(C)C3	2.0	1.7	-1.2	-0.7	0.6	-11.2	-3.7	-1.3	0.2
CCN(C[C@H]1N[C@@](C)(C(=O)OC)[C@H]2C(=O)N(C)C(=O)[C@@H]12)S(=O)(=O)c1ccc(C(F)(F)F)cc1	7.0	.	5.1	.	.	31.8	.	.	0.0
Cc1ccc(-c2ccc(C(=O)Nc3cccc(F)c3)o2)c2ccccc12	0.0	-49.7	-30.8	-17.9	0.8	7.7	-24.5	-9.6	0.3
CN(c1ccccc1)c1nc(N)c([N+](=O)[O-])c(NCCO)n1	0.0	-5.8	12.1	11.3	-5.5	0.4	-2.2	17.5	-0.1
COc1cc(/C=C/C(=O)O)ccc1S(=O)(=O)N1CCCc2ccccc21	0.0	-2.7	-1.1	-2.4	-0.5	8.0	2.0	-7.8	0.0
COc1ccc(C(=O)N/C(=C\c2cn(C)c3ccccc23)C(=O)N2CCOCC2)cc1	1.0	-5.7	-12.2	3.5	0.4	0.7	3.4	1.4	-0.2
CNc1nc(NCc2ccccc2)c2ccccc2n1	0.0	-3.1	8.3	5.0	1.0	13.4	-1.6	7.5	0.1
CCC1(CC)NC(=O)N(CC(=O)OCn2nnc3ccccc3c2=O)C1=O	0.0	-1.1	-1.3	1.5	1.7	21.1	4.2	22.6	0.1
FC(F)(F)c1cccc(Nc2ncnc3ccccc23)c1	1.0	-6.3	8.7	-1.4	-3.3	2.4	-3.3	-2.7	0.0
CC(=O)NC(CC(=O)NCCc1ccccc1)c1ccccc1 (stereo unspecified)	2.0	.	.	.	0.1	-3.1	.	.	-0.7
CCCCCCNCCn1cnc2c(N)ncnc21	0.0	1.5	5.3	6.0	0.2	10.6	0.4	2.0	0.0
Cc1ccc2c(c1)-c1c(ssc1=S)C(C)(C)N2C(=O)CSC1=NCCS1	1.0	2.1	0.3	13.9	-1.5	-2.1	2.4	9.1	0.0
CC(C)CNC(=O)CN(C1CCCCC1)S(=O)(=O)c1ccccc1	1.0	2.0	-2.6	1.1	0.4	1.3	3.6	1.2	0.0
COc1ccc(CCC2(C)NC(=O)NC2=O)cc1 (stereo unspecified)	1.0	-6.9	-0.8	5.8	1.2	5.5	1.5	8.4	-0.1
CCCNc1cc(C)oc(=O)c1C(=O)CCC	2.0	6.2	1.4	-0.2	-1.8	23.3	-0.7	0.5	0.2
Cc1ccc[n+](-c2[nH]c(=O)sc2/C=N/N=C(\[O-])c2cccnc2)c1	1.0	-7.6	23.6	32.8	-14.1	1.7	2.0	28.4	-0.6
CC(C)c1nnc(NC(=O)CCC(=O)N2CCN(c3ccc(F)cc3)CC2)s1	0.0	4.5	11.1	4.2	0.0	20.1	5.4	12.5	0.0
O=C(NCc1ccccc1Cl)c1cc(=O)[nH]c2ccccc12	0.0	0.4	4.9	-20.8	0.8	-2.7	0.2	-7.1	-0.2
c1ccc(C2=NN(c3ccccc3)C(c3ccco3)C2)cc1 (stereo unspecified)	1.0	0.7	6.2	2.5	-1.7	2.5	2.2	3.0	-0.2
CCCCC(=O)Nc1nnc(/C=C/c2ccc(OC)cc2)s1	2.0	0.3	3.6	-2.4	-0.4	6.0	0.7	1.1	-0.1
COc1ccc(NC(=O)c2cc3nc(-c4ccccc4)cc(C)n3n2)cc1OC	8.0	2.2	8.9	7.9	-2.9	4.0	0.4	10.5	0.0
Cc1ccc(C(=O)N/N=C\c2ccc(Br)o2)o1	3.0	-1.1	1.3	4.9	-1.1	-3.2	-1.3	3.4	0.0
Cc1coc2cc3oc(=O)c4c(c3cc12)CCCC4	0.0	-2.0	6.2	5.5	0.3	2.4	-4.0	0.4	-0.1
NS(=O)(=O)c1cccc(NC(=O)COC(=O)COc2ccc3ccccc3c2)c1	1.0	-2.8	-3.6	-15.0	3.7	13.6	9.1	-7.9	0.1
S=C(N/N=C/c1ccccc1Cl)Nc1ccccc1	38.0	2.3	3.4	-4.3	4.1	-0.5	-3.8	0.9	0.0
C/C=C(\C)C(=O)O[C@@H]([C@H](O)c1cc2ccc(=O)oc2cc1OC)C(C)(C)O	1.0	-4.6	2.2	7.7	.	0.0	.	5.2	-0.2

Part of the list above with just Fam108B counter and MCL1 BIM primary:
| Compound | Fam108B counter | MCL1 BIM primary |
| --- | --- | --- |
| NS(=O)(=O)c1cccc(NC(=O)COC(=O)COc2ccc3ccccc3c2)c1 | 9.1 | -15.0 |
| S=C(N/N=C/c1ccccc1Cl)Nc1ccccc1 | -3.8 | -4.3 |

Further structures follow:
SMILES	GRK2 inh	PME-1 inh	GLD-1 TGE inh	MCL1 BIM primary	MEX-5 binding	VLA-4 inh	Fam108B counter	BCLXL inh	Efflux pump mplx
CC(C)CNc1nnnc2c1sc1nc(N3CCOCC3)c3c(c12)CCCC3	0.0	6.2	3.2	3.6	0.7	.	0.5	0.7	0.1
CCn1cc(C(C)NC(=O)Nc2ccccc2C(=O)OC)c(C)n1 (stereo unspecified)	0.0	-0.3	0.5	5.3	0.3	-0.7	3.8	3.0	0.1
COc1ccccc1CNC(=O)CN(C)CC(=O)Nc1ccccc1Br	2.0	.	0.4	.	.	0.6	.	.	-0.1
c1cnc(SCCOc2cccc3ccccc23)nc1	1.0	-2.5	0.1	10.1	-3.0	4.0	-0.7	7.5	0.0
CCOc1ccc(S(=O)(=O)N2CCN(C(=O)CCOc3ccccc3C)CC2)cc1	1.0	-0.6	-3.8	-13.1	-0.1	10.3	-1.0	-10.3	-0.1
O=c1cc(-c2ccc(O)cc2)oc2c(O)c(O)c(O)c(O)c12	4.0	-14.8	-1.0	47.4*	.	6.9	-3.9	10.5	0.0
CC(C)CC(=O)N/C(N)=N/c1nc2ccccc2o1	2.0	-1.1	-7.1	9.5	1.1	-3.6	2.2	1.7	-0.1
Cc1ccc(N(CCC#N)C(=O)COC(=O)C2CCN(S(=O)(=O)c3ccc(C)c(C)c3)CC2)cc1	2.0	19.3	3.5	11.2	2.9	2.2	-0.8	7.1	0.0
Cc1cccn2c(=O)c(C=O)c(N3CCN(C)CC3)nc12	1.0	-0.2	15.1	19.9	0.3	2.9	-0.4	21.4	-0.2
CC(OC(=O)C1CCN(c2ccc(C(F)(F)F)cn2)CC1)C(=O)NC1CCCCC1C (stereo unspecified)	0.0	2.4	-4.5	-1.3	.	35.5	.	-3.8	-0.1
Cc1cc(Cn2nc(-c3ccccc3)cc2C(=O)NCc2cccc(C(F)(F)F)c2)on1	.	-68.8	-0.7	-0.9	5.0	.	-3.6	4.8	.
O=C(CSc1nnc2sc3ccccc3n12)NCc1ccc2c(c1)OCO2	1.0	2.1	3.5	0.7	-1.3	-14.0	1.7	2.8	0.0
Cc1c(NS(=O)(=O)c2cccc(C(=O)N3CCC(C(N)=O)CC3)c2)c(=O)n(-c2ccccc2)n1C	0.0	.	5.7	.	.	1.0	.	.	-0.1
O=C1Nc2ccc(Br)cc2C1(O)Cc1ccncc1 (stereo unspecified)	1.0	7.7	3.4	5.7	-0.2	-2.6	-1.4	4.2	-0.1
COc1ccc(CN(C)C2CCCCC2)c(C)c1C	0.0	3.7	-2.7	-10.2	0.7	13.9	1.3	-4.8	0.1
COc1ccc(Nc2nccc(N(C)C)c2C#N)cc1	0.0	-4.5	1.0	-6.8	0.5	4.9	-1.6	5.7	-0.1
Cc1cc(C(=O)Nc2sc3c(c2C#N)CCC3)no1	4.0	5.9	0.0	13.5	-2.5	2.6	2.0	5.5	-0.2
CC(C)(C)c1ccc(CN2C(=O)CSC2=O)cc1	0.0	3.6	-4.4	14.1	1.4	-3.9	1.8	5.9	0.0
COc1ccc(C(=O)OCC(=O)Nc2c(C)cccc2C)c(OC)c1OC	1.0	3.4	1.7	3.7	-0.9	2.7	0.5	5.3	0.2
O=C(NCC1CCCO1)c1nn2c(C(F)(F)F)cc(-c3cccs3)nc2c1Br (stereo unspecified)	3.0	1.4	1.4	-9.5	-5.2	1.9	0.2	1.3	-0.3
NCCCNC(=O)Cn1c(=O)c2c3c(sc2n(Cc2ccccc2)c1=O)CCCC3	0.0	.	.	.	1.6	-17.6	.	.	0.0
O=C(COC(=O)c1ccc(S(=O)(=O)NCc2ccco2)cc1)NC1CCCCCC1	8.0	0.3	1.6	-3.8	-1.4	-1.6	2.1	0.3	0.1
CNC(=S)N/N=C1\C(=O)c2cccc3cccc1c23	2.0	7.4	-3.5	13.4	-2.1	0.2	3.9	12.0	0.2
OC(COCC1COc2ccccc2O1)CN1CCN(c2ccccc2F)CC1 (stereo unspecified)	0.0	-1.9	2.2	-0.3	4.7	-15.9	-0.4	0.4	0.2
COC(=O)C1(S(=O)(=O)c2cccc3nsnc23)CC1	0.0	-3.6	6.2	4.6	-2.0	9.0	2.5	6.5	0.2
CC(C)(C)OC(=O)NCc1ccc(CNC(=O)c2nc[nH]c2C(=O)NCc2ccc(CNC(=O)OC(C)(C)C)cc2)cc1	0.0	.	7.5	.	.	-18.4	.	.	0.2
